# C diff HTS: C. difficile growth inhibition; Clostridium difficile clinical isolate growth, OD600, 24 h; stronger effect = lower value; growth activity, negative = inhibition, % at 16 µg/mL (by protocol); 0.25% of 86,000 active;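 active = mean growth activity at or below -80% and every replicate also at or below -80%; inconclusive = mean at or below -80% but some replicate above -80%; inactive = mean growth activity above -80%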;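 note: 0% = DMSO wells and -100% = levofloxacin 16 µg/mL wells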
# Tcruzi prolif: T. cruzi proliferation inhibition. T. cruzi beta-gal in NIH3T3, GalScreen luminescence, 90 h. inhibition, % at 8.34 µM. 5.9% of 77,000 active. AID 624255;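 active = mean inhibition above about 93%, with at least 55% of replicates each passing it, limit read from the data, passing the limit was not always enough; inconclusive = only one of those two conditions holds; inactive = neither condition holds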
# GASC1 inh: inhibitors of human demethylase GASC-1 KDM4C. Q9H3R0. GST-KDM4C 2-372, H3K9me3 peptide, LANCE TR-FRET. inhibition, % at 12.5 µM. 0.15% of 96,000 active;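 active = mean replicate inhibition above about 25%, with at least 55% of replicates also reaching it, limit read from the data, passing the limit was not always enough; inconclusive = only one of those two conditions met; inactive = neither condition met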
# Target sequence (Q9H3R0 2-372 limits assumed): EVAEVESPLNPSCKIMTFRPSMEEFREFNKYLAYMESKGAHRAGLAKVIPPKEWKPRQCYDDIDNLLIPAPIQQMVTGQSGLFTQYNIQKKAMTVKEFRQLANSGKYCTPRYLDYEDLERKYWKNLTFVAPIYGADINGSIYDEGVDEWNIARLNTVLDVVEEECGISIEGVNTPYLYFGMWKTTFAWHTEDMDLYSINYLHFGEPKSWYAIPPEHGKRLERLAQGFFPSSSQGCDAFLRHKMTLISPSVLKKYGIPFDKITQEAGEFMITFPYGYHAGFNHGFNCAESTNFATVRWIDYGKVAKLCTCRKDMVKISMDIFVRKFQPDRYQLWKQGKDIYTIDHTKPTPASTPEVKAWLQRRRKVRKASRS
#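 Test system: N-terminal GST-fused human GASC-1 (KDM4C) fragment, residues 2-372; quantity: GASC-1 enzyme at 10 nM final in reaction; dosing: single dose; schedule: 30 min demethylation and 1 h detection at room temperature; signal: LANCE TR-FRET, excitation 340 nm, emissions 618 and 671 nm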
# Pf Dd2 inh: P. falciparum Dd2 growth inhibition; SYBR Green, 72 h; stronger effect = lower value; 2.3% of 94,000 active; activity change, % at 10 µM; AID 1159554; in the data active = activity change below about -80%; inconclusive = no clear call, values can overlap the other calls
# * = called active by the depositor; ? = inconclusive; . = not tested or not shown; & = joins results of further samples. Hits appear at their usual frequency; about 7.2% have a hit in one of these screens.
SMILES,C diff HTS,Tcruzi prolif,GASC1 inh,Pf Dd2 inh
Cc1noc(C)c1NC(=O)Nc1ccc2c(c1)CC(=O)N([C@@H](C)CO)C[C@@H](C)[C@H](CN(C)C(=O)NC1CCCCC1)O2,-5,-3,0.4,26
CO[C@@H]1CN(C)C(=O)c2cc(NC(C)=O)ccc2OC[C@H](C)N(C(=O)CN2CCOCC2)C[C@@H]1C,.,6,-0.6,24
C[C@H]1CN([C@@H](C)CO)C(=O)c2cccc(NC(=O)c3cnccn3)c2O[C@@H]1CN(C)Cc1ccc(Cl)c(Cl)c1,18,109*,0.7,-8
C[C@@H]1CN([C@H](C)CO)C(=O)CCCn2nncc2CO[C@H]1CN(C)Cc1ccc(C(=O)Nc2ccccc2N)cc1,.,109*,-1.3,-21
CO[C@H]1CN(C)C(=O)c2cc(NS(=O)(=O)CC(F)(F)F)ccc2OC[C@H](C)N(Cc2nccs2)C[C@@H]1C,.,-145,7.0,1
O=C(N[C@@H]1CC[C@H](CCNS(=O)(=O)c2ccc(F)cc2)O[C@H]1CO)c1cccc(F)c1,-3,.,0.1,.
COc1cccc(S(=O)(=O)N2CC[C@@H]3[C@@H](CO)Nc4ccc(C#Cc5ccccc5)cc4[C@@H]32)c1,4,35,-4.0,-69
CN(C)CC(=O)N[C@H]1CC[C@@H](CCNC(=O)C2CCCC2)O[C@@H]1CO,-2,.,6.0,-12
COc1ccc2c3c(n(C)c2c1)[C@H](CO)N(Cc1ccccc1Cl)CC31CN(C(=O)CC2CC2)C1,9,.,1.1,?
COCC(=O)N1[C@@H]2CN(C)c3ccccc3[C@@H]2[C@@H]1CO,2,-7,-1.1,-1
COc1ccccc1S(=O)(=O)N1CC[C@@H]2[C@@H](CO)Nc3ccc(-c4ccc(F)cc4)cc3[C@@H]21,-3,4,-1.5,-4
C[C@@H]1CCCCO[C@H](CN(C)C(=O)c2ccccc2)[C@@H](C)CN([C@H](C)CO)C(=O)c2cc(NC(=O)c3ccncc3)ccc2O1,2,35&86,24,22&8
O=C(CN1CCOCC1)N[C@@H]1CC[C@@H](CCNS(=O)(=O)c2ccccc2F)O[C@@H]1CO,.,50,1.9,17
C[C@H](O)C#Cc1ccc([C@@H]2[C@@H](CO)N3CCCCN(C(=O)c4cccc(F)c4)C[C@H]23)cc1,4,-4,-1.7,-15
CO[C@@H]1CN(C)C(=O)c2ccc(NC(=O)C3CC3)cc2OC[C@@H](C)N(C(=O)C2CCCCC2)C[C@H]1C,4,.,0.4,1
CCC(=O)N1[C@@H]2c3ccc(-c4ccncc4)c(=O)n3C[C@H]1[C@H](CO)[C@H]2C(=O)NC1Cc2ccccc2C1,-5,-51,0.1,.
O=C(C[C@@H]1CC[C@@H]2[C@H](COC[C@@H](O)CN2C(=O)Nc2ccc(F)cc2)O1)NC1Cc2ccccc2C1,.,28,-0.1,-9
C[C@@H](NC(=O)C[C@@H]1C=C[C@H](NC(=O)C2CCC2)[C@@H](CO)O1)c1ccccc1,.,-53,1.8,-1
COc1ccc2c3c([nH]c2c1)[C@@H](CO)N(C(=O)CN(C)C)CC31CCN(C(=O)c2cccnc2)CC1,-3,.,0.0,43
COc1ccc(CN(C)C[C@@H]2Oc3ccc(NC(=O)CCN4CCOCC4)cc3C(=O)N([C@@H](C)CO)C[C@H]2C)cc1,0,31,0.1,12
CC(C)NC(=O)N(C)C[C@@H]1Oc2c(NC(=O)c3ccc(-c4nccs4)cc3)cccc2C(=O)N([C@@H](C)CO)C[C@@H]1C,-1,-11,1.1,35
CCC(=O)N[C@H]1CC[C@@H](CCNC(=O)Nc2ccc(C(F)(F)F)cc2)O[C@H]1CO,.,55,2.7,-28
C[C@H]1CN([C@@H](C)CO)C(=O)c2cccc(NC(=O)Nc3ccc(F)cc3)c2O[C@@H]1CN(C)CC1CC1,10,15,-0.3,10
C[C@@H]1CCCCO[C@@H](CN(C)C(=O)Nc2ccc(F)cc2)[C@H](C)CN([C@@H](C)CO)C(=O)c2cc(NC(=O)CCCN(C)C)ccc2O1,6,-21,3.9,4
CN1CCN(C(=O)C[C@@H]2C[C@H]3c4cc(NC(=O)Nc5ccc(F)cc5)ccc4O[C@H]3[C@H](CO)O2)CC1,4,-48,-2.1,3
C[C@@H]1CN([C@@H](C)CO)C(=O)c2cccc(NC(=O)C3CC3)c2O[C@H]1CN(C)C(=O)Nc1cccc2ccccc12,0,35,2.0,-15
C[C@H](CO)N1C[C@H](C)[C@H](CN(C)Cc2ccc(Oc3ccccc3)cc2)Oc2ccc(NS(=O)(=O)c3cccs3)cc2CC1=O,2,59,0.8,-27
C[C@H](CO)N1C[C@H](C)[C@H](CN(C)C(=O)Nc2ccc(C(F)(F)F)cc2)OCCCC[C@H](C)Oc2ccc(NS(=O)(=O)c3cccs3)cc2C1=O,3,97*,0.8,-20
Cc1noc(C)c1NC(=O)N(C)C[C@@H]1Oc2c(NS(=O)(=O)c3ccc(Cl)cc3)cccc2C(=O)N([C@H](C)CO)C[C@@H]1C,-2,21,-0.1,10
O=C(NCCc1ccncc1)[C@H]1[C@H](CO)[C@H]2Cn3c(ccc(-c4ccc(F)cc4)c3=O)[C@@H]1N2,-5,51,-1.4,.
CC(C)CC#Cc1ccc2c(c1)O[C@@H](CN(C)C(=O)c1ccncc1)[C@@H](C)CN([C@@H](C)CO)S2(=O)=O,4,107*,1.1,-3
O=C(C[C@H]1CC[C@@H](NS(=O)(=O)c2ccccc2)[C@H](CO)O1)N1CCc2ccccc2C1,-6,-38,0.2,-10
Cc1ccc(S(=O)(=O)Nc2ccc3c(c2)C(=O)N([C@@H](C)CO)C[C@H](C)[C@H](CN(C)C(=O)Nc2ccccc2)OCCCC[C@@H](C)O3)cc1,.,65,0.4,-41
COc1ccc(S(=O)(=O)Nc2ccc3c(c2)CC(=O)N([C@H](C)CO)C[C@@H](C)[C@H](CN(C)C(=O)NC2CCCCC2)O3)cc1,3,19,0.2,2
Cc1noc(C)c1NC(=O)N(C)C[C@H]1OCCCC[C@@H](C)Oc2ccc(NS(=O)(=O)c3ccccc3)cc2C(=O)N([C@H](C)CO)C[C@H]1C,6,-15,6.2,-21
C[C@H](CO)N1C[C@H](C)[C@@H](CN(C)C(=O)Nc2ccc3c(c2)OCO3)Oc2ccc(NS(=O)(=O)c3ccc(F)cc3)cc2CC1=O,.,29,-0.4,-17
C/C=C/c1ccc2c(c1)O[C@H](CN(C)Cc1cccnc1)[C@H](C)CN([C@@H](C)CO)S2(=O)=O,-1,?,-1.2,2
COc1ccccc1NC(=O)N(C)C[C@H]1Oc2ncc(C#CCC(C)C)cc2C(=O)N([C@@H](C)CO)C[C@H]1C,3,73,-0.7,-23
O=C(Nc1ccc(F)cc1)Nc1ccc2c(c1)[C@@H]1C[C@@H](CC(=O)N3CCOCC3)O[C@H](CO)[C@@H]1O2,.,-11,2.3,-30
C[C@H](CO)N1C[C@H](C)[C@@H](CN(C)C(=O)NC2CCCCC2)Oc2ccc(NC(=O)CCCN(C)C)cc2C1=O,1,23,1.9,-1
CCCC#Cc1ccc2c(c1)O[C@@H](CN(C)CC1CCOCC1)[C@@H](C)CN([C@H](C)CO)S2(=O)=O,0,.,13,33
O=C(C[C@@H]1C[C@@H]2c3cc(NC(=O)Cc4ccncc4)ccc3O[C@@H]2[C@H](CO)O1)NCc1ccccn1,.,-53,-1.3,5
Cc1cc(C(=O)Nc2cccc3c2O[C@@H](CN(C)Cc2ccncc2)[C@H](C)CN([C@@H](C)CO)C3=O)n(C)n1,-2,16,0.5,16
CS(=O)(=O)N1[C@H](CO)[C@H](c2ccc(C#Cc3cccc(F)c3)cc2)[C@@H]1C#N,15,89,-1.8,-1
C/C=C/c1ccc([C@H]2[C@H](CO)N(C(=O)CC)[C@H]2CNC(=O)CC)cc1,-2,90,-4.0,-27
CC=Cc1ccc2n(c1=O)C[C@@H]1[C@@H](CO)[C@H](C(=O)Nc3ccc(-c4ccccc4)cc3)N(C(C)=O)[C@H]21 (mixture of isomers),6,21,-0.8,0
C[C@@H]1CN([C@@H](C)CO)C(=O)c2cc(C#CCc3ccccc3)cnc2O[C@@H]1CN(C)C(=O)C1CC1,.,28,0.7,-15
O=C(C[C@H]1C[C@H]2c3cc(NC(=O)c4ccc5c(c4)OCO5)ccc3O[C@H]2[C@H](CO)O1)NCc1cccc(F)c1,-3,48,0.6,-8
C[C@@H]1CCCCO[C@@H](CN(C)C(=O)CCCN(C)C)[C@H](C)CN([C@H](C)CO)C(=O)c2cc(NC(=O)C3CCCCC3)ccc2O1,-2,-16,2.1,7
O=C(C[C@@H]1CC[C@@H]2[C@H](COC[C@@H](O)CN2C(=O)c2cnccn2)O1)NCc1ccc(Oc2ccccc2)cc1,-4&-12,.,-1.3,7
CCC(=O)Nc1ccc2c(c1)OC[C@@H](C)N(C(=O)NC(C)C)C[C@H](C)[C@@H](OC)CN(C)C2=O,.,33,-0.9,4
O=C(C[C@@H]1C=C[C@H](NC(=O)C2CCC2)[C@H](CO)O1)NCc1ccncc1,8,7,6.5,-3
CN(C)CC(=O)Nc1ccc2c(c1)[C@H]1C[C@H](CC(=O)NCCc3ccccc3)O[C@@H](CO)[C@H]1O2,2,.,1.2,0
Cc1noc(C)c1NC(=O)N(C)C[C@H]1Oc2cc(C#CCN(C)C)ccc2S(=O)(=O)N([C@@H](C)CO)C[C@H]1C,3,8,3.9,17
COc1ccc(S(=O)(=O)Nc2ccc3c(c2)CC(=O)N([C@@H](C)CO)C[C@H](C)[C@@H](CN(C)C(=O)Nc2cccc4ccccc24)O3)cc1,-4,16,1.2,14
CC(C)NC(=O)N[C@H]1CC[C@H](CC(=O)NC2Cc3ccccc3C2)O[C@@H]1CO,.,20,2.0,1
CCC(=O)N(C)C[C@@H]1Oc2cc(-c3cncnc3)ccc2S(=O)(=O)N([C@H](C)CO)C[C@@H]1C,-3,11,2.3,12
C[C@@H]1CCCCO[C@H](CN(C)S(C)(=O)=O)[C@H](C)CN([C@@H](C)CO)C(=O)c2cc(N(C)C)ccc2O1,2,108*,9.3,-3
O=C(C[C@H]1C[C@@H]2c3cc(NC(=O)CC4CC4)ccc3O[C@@H]2[C@@H](CO)O1)NCc1ccccn1,-1,6,1.3,0
COc1ccc(S(=O)(=O)N(C)C[C@H]2Oc3c(NS(=O)(=O)c4cccs4)cccc3C(=O)N([C@H](C)CO)C[C@@H]2C)cc1,-2,.,.,-35

# 6 of the compounds above, with values under each structure:
# Results follow in this order: C diff HTS, Tcruzi prolif, GASC1 inh, Pf Dd2 inh
> C[C@@H]1CCCCO[C@@H](CN(C)C(=O)CCCN(C)C)[C@H](C)CN([C@H](C)CO)C(=O)c2cc(NC(=O)C3CCCCC3)ccc2O1
→ -2, -16, 2.1, 7
> CCC(=O)Nc1ccc2c(c1)OC[C@@H](C)N(C(=O)NC(C)C)C[C@H](C)[C@@H](OC)CN(C)C2=O
→ ., 33, -0.9, 4
> O=C(C[C@H]1C[C@H]2c3cc(NC(=O)c4ccc5c(c4)OCO5)ccc3O[C@H]2[C@H](CO)O1)NCc1cccc(F)c1
→ -3, 48, 0.6, -8
> O=C(C[C@@H]1CC[C@@H]2[C@H](COC[C@@H](O)CN2C(=O)c2cnccn2)O1)NCc1ccc(Oc2ccccc2)cc1
→ -4&-12, ., -1.3, 7
> O=C(C[C@H]1C[C@@H]2c3cc(NC(=O)CC4CC4)ccc3O[C@@H]2[C@@H](CO)O1)NCc1ccccn1
→ -1, 6, 1.3, 0
> CCC(=O)N(C)C[C@@H]1Oc2cc(-c3cncnc3)ccc2S(=O)(=O)N([C@H](C)CO)C[C@@H]1C
→ -3, 11, 2.3, 12

# (next part)
SMILES,C diff HTS,Tcruzi prolif,GASC1 inh,Pf Dd2 inh
O=C(NCC(F)(F)F)[C@@H]1[C@@H](CO)[C@@H]2Cn3c(cccc3=O)[C@H]1N2CC1CCCCC1,-7,-11,-0.2,13
COc1cccc(CNC(=O)C[C@H]2CC[C@@H](NC(=O)C3CCC3)[C@H](CO)O2)c1,-2,8,-1.3,-27
O=C(N[C@@H]1CC[C@@H](CC(=O)N2CCOCC2)O[C@H]1CO)c1ccccn1,2,20,1.2,-1
Cc1noc(C)c1S(=O)(=O)Nc1ccc2c(c1)C(=O)N([C@@H](C)CO)C[C@H](C)[C@H](CN(C)C(=O)Nc1cccc3ccccc13)OCCCC[C@H](C)O2,12,78,-2.2,-60
COc1ccccc1-c1ccccc1[C@H]1[C@H](C#N)N(C(=O)C2CCC2)[C@H]1CO,-11,.,-1.1,-85*
CCCN(C)C[C@H]1Oc2ncc(C#CCN(C)C)cc2C(=O)N([C@H](C)CO)C[C@H]1C,3,18,0.1,-4

# Some of the entries so far, tab-delimited.
structure	C diff HTS	Tcruzi prolif	GASC1 inh	Pf Dd2 inh
C[C@H](CO)N1C[C@H](C)[C@H](CN(C)C(=O)Nc2ccc(C(F)(F)F)cc2)OCCCC[C@H](C)Oc2ccc(NS(=O)(=O)c3cccs3)cc2C1=O	3	97*	0.8	-20
C[C@H]1CN([C@@H](C)CO)C(=O)c2cccc(NC(=O)Nc3ccc(F)cc3)c2O[C@@H]1CN(C)CC1CC1	10	15	-0.3	10
CN(C)CC(=O)Nc1ccc2c(c1)[C@H]1C[C@H](CC(=O)NCCc3ccccc3)O[C@@H](CO)[C@H]1O2	2	.	1.2	0
